From PubChem BioAssay
Rab7 wt modul – dog Rab7 wildtype GTP binding, inhibitors and activators | GTP binding activity (percent of control), % at 10 µM | 190,000 compounds, 0.055% hits | GST-Rab7 beads, fluorescent GTP binding, flow cytometry; actives lie on both sides; untreated = 100%, excess cold GTP = 0%;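 active means fluorescent GTP binding to Rab7 beads changed by at least 20 points from the 100% baseline, either direction, mostly lower; inconclusive means compound itself probably fluorescent, or too few beads counted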;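 further: median green fluorescence of bound Bodipy-FL-GTP per Rab7 bead population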
Rac1 wt GTP bind – human Rac1 wildtype GTP binding, inhibitors and activators; GST-Rac1 beads, fluorescent GTP binding, flow cytometry; actives lie on both sides; 0 = cold GTP competed, 100 = untreated; GTP binding activity (% of control), % at 10 µM; 190,000 compounds, 0.27% hits; AID 757;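 active means GTP binding activity at least 20 points away from the 100% control level, either lower or higher; inconclusive means compound flagged as likely green fluorescent, judged across all proteins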
Cdc42 wt – modulators (inhibitors or activators) of GTP binding to human Cdc42 wildtype; P60953; GST-Cdc42 beads, Bodipy-GTP binding, flow cytometry; actives lie on both sides; percent activity (GTP binding), % at 10 µM; 190,000 compounds, 0.2% hits; AID 761;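 active means percent activity GTP binding at least 20 points away from the 100% baseline, either down as inhibitor or up as activator; inconclusive means compound flagged as likely green fluorescent from well-wide comparison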;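 further: median bead fluorescence of bound Bodipy-FL-GTP at 100 nM; 0% = excess unlabeled GTP control and 100% = no compound control; below 100% means less GTP binding so inhibitor and above means activator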
Target sequence (P60953 whole entry, looked up): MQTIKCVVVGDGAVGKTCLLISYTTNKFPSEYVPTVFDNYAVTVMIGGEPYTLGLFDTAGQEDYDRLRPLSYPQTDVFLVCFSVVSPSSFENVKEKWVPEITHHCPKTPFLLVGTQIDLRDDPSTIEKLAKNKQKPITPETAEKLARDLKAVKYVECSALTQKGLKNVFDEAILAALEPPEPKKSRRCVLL
Bfl-1 Bim block – disrupts Bim binding to human Bfl-1. 190,000 compounds, 0.12% hits. Q16548. inhibition, % at 10 µM. Bead-based flow cytometry, Bim-Bfl-1 binding inhibition;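 further: 0% = wells without compound plus tracer and 100% = blocker peptide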
Bim-Bcl-XL – human Bim-Bcl-XL interaction inhibition; Bim peptide-Bcl-XL binding, bead flow cytometry, fluorescence; inhibition, % at 10 µM; 190,000 compounds, 0.04% hits; AID 1007
HRas wt GTP – human HRas wildtype GTP binding, change in either direction; P01112; AID 759; GTP binding activity, % at 10 µM; GST-Ras wt beads, Bodipy-FL-GTP binding, flow cytometry; actives lie on both sides; 190,000 compounds, 0.14% hits;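 active means GTP binding activity at least 20% away from the 100% baseline, either lowered as inhibitor or raised as activator; inconclusive means flagged as likely green fluorescent, judged across all proteins in the well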;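 further: 0% = unlabeled GTP competition control and 100% = no-compound control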
Target sequence (P01112 whole entry, looked up): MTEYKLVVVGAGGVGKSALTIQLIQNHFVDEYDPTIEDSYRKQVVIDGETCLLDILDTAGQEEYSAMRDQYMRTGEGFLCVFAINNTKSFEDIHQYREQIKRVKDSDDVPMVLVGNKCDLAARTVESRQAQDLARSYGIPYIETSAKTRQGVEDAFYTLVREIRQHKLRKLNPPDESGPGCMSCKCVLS
Bcl-2 Bim block – human Bim-Bcl-2 interaction inhibition | AID 950 | inhibition, % at 10 µM | P10415 | 190,000 compounds, 0.06% hits | Bead-based flow cytometry, Bim peptide-Bcl-2 binding; in the data active means inhibition above about 40%; inconclusive means no clear call, values can overlap the other calls;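 further: 0% = no compound wells with probe peptide and 100% = reference peptide inhibitor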
Target sequence (P10415 whole entry, looked up): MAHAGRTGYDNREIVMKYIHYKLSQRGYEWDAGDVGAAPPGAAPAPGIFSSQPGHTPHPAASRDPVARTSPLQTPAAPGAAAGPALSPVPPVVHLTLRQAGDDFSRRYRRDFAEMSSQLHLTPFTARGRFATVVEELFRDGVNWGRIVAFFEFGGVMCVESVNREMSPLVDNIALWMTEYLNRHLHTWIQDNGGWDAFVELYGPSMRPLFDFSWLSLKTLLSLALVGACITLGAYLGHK
Rab2A wt mod – changes GTP binding to wildtype dog Rab2A, up or down; P61105; GST-Rab2 wt beads, Bodipy-GTP binding, flow cytometry; GTP binding activity, % at 10 µM; 190,000 compounds, 0.19% hits;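 active means GTP binding activity at least 20 points away from 100%, either lowered or raised; inconclusive means signal likely due to the compound's own green fluorescence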;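 further: 0% = beads with excess unlabeled GTP and 100% = no-compound control corrected for plate trend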
Bim-Bcl-B – inhibitors of Bim-Bcl-B interaction, human. AID 951. bead-based flow cytometry, Bim peptide-Bcl-B binding. 190,000 compounds, 0.073% hits. inhibition, % at 10 µM. Q9HD36;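 further: 0% = tracer peptide without compound and 100% = reference inhibitor peptide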
Target sequence (Q9HD36 whole entry, looked up): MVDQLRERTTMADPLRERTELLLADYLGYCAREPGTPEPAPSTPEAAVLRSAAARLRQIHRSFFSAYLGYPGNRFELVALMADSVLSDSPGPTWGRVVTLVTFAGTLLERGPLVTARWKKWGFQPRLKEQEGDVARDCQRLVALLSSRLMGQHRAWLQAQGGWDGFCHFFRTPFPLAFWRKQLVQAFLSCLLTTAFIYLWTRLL
Rac1 act GTP bind – human Rac1 activated mutant GTP binding change. GST-Rac1 activated beads, fluorescent GTP binding, flow cytometry; actives lie on both sides; 100% means binding = to untreated wells. percent activity (GTP binding), % at 10 µM. 190,000 compounds, 0.11% hits;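 active means GTP binding at least 20 percentage points away from the 100% baseline, in either direction, so actives lie on both sides; inconclusive means Compound likely fluorescent itself, or too few beads counted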
Bcl-W Bim block – disrupts Bim peptide binding to human Bcl-W; Q92843; AID 952; 190,000 compounds, 0.02% hits; inhibition, % at 10 µM; bead-based flow cytometry;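 further: 0% = bound tracer without compound and 100% = peptide blocker; higher means less fluorescent Bim peptide bound to Bcl-W beads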
Target sequence (Q92843 whole entry, looked up): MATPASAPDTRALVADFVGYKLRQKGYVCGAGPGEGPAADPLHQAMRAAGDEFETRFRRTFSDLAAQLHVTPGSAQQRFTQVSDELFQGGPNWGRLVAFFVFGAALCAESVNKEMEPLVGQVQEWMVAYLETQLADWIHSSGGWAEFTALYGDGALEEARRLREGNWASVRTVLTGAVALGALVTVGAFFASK
An asterisk follows results filed as active; ? = inconclusive; . = no result given. Unless noted, no stated cut-off is given here; in the data, active means inhibition above about 40%.

Values run as follows: Rab7 wt modul	Rac1 wt GTP bind	Cdc42 wt	Bfl-1 Bim block	Bim-Bcl-XL	HRas wt GTP	Bcl-2 Bim block	Rab2A wt mod	Bim-Bcl-B	Rac1 act GTP bind	Bcl-W Bim block
- CCCCC1CCC(C(=O)NC2CCS(=O)(=O)C2)CC1 (stereo not given)
  102	105	98	-18	-7	101	-8	98	-6	100	0
- COc1cccc(C2CC(c3cccc(NS(C)(=O)=O)c3)=NN2C(=O)c2ccccc2)c1OC (stereo not given)
  101	103	100	-15	-7	101	-12	99	-13	100	-6
- COc1ccc2nc(SCC(N)=O)cc(C)c2c1
  104	101	99	0	1	101	1	103	0	97	0
- CCCNS(=O)(=O)c1ccc(-n2cnnn2)c(OC)c1
  96	100	98	-5	-4	96	-8	99	-10	96	-6
- COc1ccc(-n2c3c(cc(C(=O)NNc4ccccc4)c2=O)C(=O)CC(C)(C)C3)cc1
  98	100	97	-2	-3	96	-1	101	-7	98	-3
- COc1ccc(OC)c(CNC(=O)C2CCN(S(C)(=O)=O)CC2)c1
  107	102	96	-3	0	102	6	100	2	95	3
- O=C(Nc1cccc(F)c1)N1CC=C(n2c(=O)[nH]c3ccccc32)CC1
  105	101	100	-10	-8	100	-7	99	-9	98	-5
- CC(C)CCN1CCN(Cc2nc3c(s2)CCCC3)CC1CCO (stereo not given)
  100	100	101	-5	-4	101	-4	101	-1	98	-4
- CN1/C(=C\C(=O)C[n+]2cccc(C(N)=O)c2)C(C)(C)c2ccccc21
  91	95	94	2	0	92	-1	94	-1	93	2
- CN(CCCNC(=O)COc1cc(=O)n(C)c2ccccc12)Cc1ccccc1
  101	104	101	-19	-7	102	-9	102	-8	99	-6
- Cc1csc(SC(C)C(=O)Nc2ccc3c(c2)OCCO3)n1 (stereo not given)
  107	103	99	-3	-1	103	-2	103	-2	100	-2
- CN(C)c1nc(N2CCN(c3ccc(F)cc3)CC2)c(C#N)c(=O)o1
  96	95	95	-12	-14	98	-11	95	-7	94	-1
- CCOC(=O)N1CCN(C(=O)CSc2nnc(CNC(=O)c3ccccc3F)o2)CC1
  94	100	100	3	0	100	3	99	-1	100	0
- CCOC(=O)C1=C(CN2CCc3ccccc32)NC(=O)NC1c1ccc(Cl)cc1 (stereo not given)
  103	106	102	-9	-9	101	-10	102	-12	100	3
- Cc1nnc(NC(=O)CSc2nnnn2Cc2ccccc2)s1
  103	107	109	-10	-1	103	-8	103	-7	101	-1
- COC(=O)c1ccccc1NC(=O)CSc1ccc(C)cc1
  96	93	94	7	-8	94	-3	94	0	93	-4
- CCCc1[nH]n(-c2ccc(F)cc2)c(=O)c1C=NCC1CCCO1 (stereo not given)
  107	97	95	-6	0	99	0	100	-4	97	-1
- CCCC(=O)n1nc(-c2ccc(Cl)cc2)nc1SC
  102	103	102	-11	-7	102	-9	96	-7	95	4
- CCN(CCCNS(=O)(=O)c1ccc2c(c1)CCN2C(C)=O)c1cccc(C)c1
  98	103	99	-11	-4	99	-9	94	-7	98	0
- COc1cc(-n2c(N)c(C(=O)NCc3ccco3)c3nc4ccccc4nc32)cc(OC)c1OC
  94	96	92	12	-1	93	6	95	-3	96	4
- CC(=NC(C)C)C1=C(O)C(C)OC1=O (stereo not given)
  100	100	100	0	-2	97	1	95	-4	98	-1
- Cc1sc2ncnc(NC(C)C(=O)O)c2c1C (stereo not given)
  ?	?	?	-6	-4	?	-4	?	-4	?	2
- COC(=O)Nc1ccc(S(=O)(=O)N2CCCCC2C(=O)NCc2ccco2)cc1 (stereo not given)
  94	92	88	0	-3	92	0	91	-1	91	0
- CC(=O)c1coc2c1cc(O)c1ccccc12
  93	101	101	-1	0	98	-2	96	-1	98	-1
- Cc1ccc(CN2CCN(Cc3cn[nH]c3-c3ccccc3)CC2CCO)o1 (stereo not given)
  97	99	101	-6	-5	98	-5	99	-5	95	-3
- Cc1cc2ccccc2nc1SCC(=O)NC1CCCC1
  92	94	95	-9	-3	91	-1	93	-3	92	-5
- CCC(=O)OCCNc1cc(Sc2nc3ccccc3s2)c2nonc2c1[N+](=O)[O-]
  91	93	92	54*	3	94	2	89	6	89	9
- O=C(c1ccccc1F)N1CCC(O)(c2cccnc2)CC1
  96	100	98	-8	0	100	-3	99	-2	97	1
- COc1ccc(C(c2nnnn2C(C)(C)C)N2CCN(c3nc4ccccc4s3)CC2)cc1OC (stereo not given)
  99	106	103	-28	-12	100	-11	100	-12	102	-1
- Cc1cccc(-n2c(C)cc(C=C(C#N)C#N)c2C)c1
  100	102	100	0	-5	100	1	97	-6	99	-2
- COc1ccc(N(CC(=O)NC2CCCCC2)C(=O)CNC(=O)c2ccco2)cc1OC
  100	105	98	-3	-6	102	-3	102	-5	99	-5
- Cc1cc(C(=O)NNC(=S)Nc2ccccc2C)cs1
  100	108	103	0	0	101	-2	97	2	101	0
- Cc1cc2nc(CCN(C(=S)NCC3CCCO3)C3CCCC3)[nH]c2cc1C (stereo not given)
  100	91	95	4	-1	96	0	94	2	91	1
- O=C1N(CCCN2C(=O)C3(OCCO3)c3ccccc32)c2ccccc2C12OCCO2
  97	104	100	-14	-3	99	-5	98	-6	99	1
- O=C(CNCC1CCCCC1)Nc1cccc(S(=O)(=O)N2CCOCC2)c1
  104	101	98	-5	-1	99	-3	99	-3	94	-3
- Cc1ccc(C(=O)CSc2nnc3c4ccccc4nc(C(C)(C)C)n23)cc1
  99	103	100	-9	-11	101	-10	99	-14	99	-7
- CCC(=O)/C=C1\Sc2ccc(OC)cc2N1CC
  95	103	104	-13	-8	99	-9	99	-11	100	0
- Cc1ccc(CNC(=O)c2cc3c(=O)n4ccccc4nc3n(CC3CCCO3)c2=N)cc1 (stereo not given)
  101	101	101	-1	-4	102	-2	101	-2	99	-2
- CCSc1nnc(NC(=O)C2C3CCC(C3)C2C(=O)O)s1 (stereo not given)
  108	100	97	-9	-3	98	-6	97	-5	95	-2
- COC(=O)C(C)N(c1ccc(C)cc1)S(=O)(=O)c1c(C)[nH]c(=O)[nH]c1=O (stereo not given)
  94	90	96	-17	-1	94	-8	91	-8	91	-2
- Cn1cc(-c2ccc(Cl)cc2)cc(C#N)c1=O
  95	97	94	-3	2	93	-1	94	0	92	1
- Cc1ccccc1NC(=S)N(C)Cc1cn(C)c2ccccc12
  103	106	104	0	-6	103	-4	102	-8	101	-5
- COc1ccccc1NC(=O)C1=C(C)Nc2nnnn2C1c1ccncc1 (stereo not given)
  104	105	109	-2	-2	107	-5	107	-2	104	-3
- C=CCn1c(COc2ccccc2F)nnc1SCC(=O)Nc1cc(C)on1
  100	99	99	-1	0	97	-3	96	1	95	0
- O=[N+]([O-])c1ccc(/C=N/Nc2ncc(-c3ccccc3)cn2)cc1
  111	106	101	-5	-3	101	0	100	-6	100	0
- CC(NC(=O)CN1CCc2ccccc21)c1ccccc1 (stereo not given)
  100	103	100	-16	-2	97	-7	97	-5	96	-1
- Nc1cc([N+](=O)[O-])ccc1O
  102	101	103	0	-4	103	-1	101	0	102	1
- O=C(NN=C1CCCC1)c1ccc([N+](=O)[O-])cc1
  99	100	101	0	0	98	0	98	0	97	-3
- CN(C)S(=O)(=O)c1ccc2oc(SCC(N)=O)nc2c1
  108	111	105	-12	-4	106	-3	105	-4	102	5
- O=C(CSc1nn(-c2ccc(F)cc2)c(=S)s1)NCC1CCCO1 (stereo not given)
  97	97	94	-1	0	95	2	98	-2	93	3
- COc1c(Br)cc2c(C)c(C(=O)N3CCOCC3)oc2c1Br
  97	97	98	0	-4	101	-3	99	-5	95	-3
- CC(=O)Nc1nnc(S(N)(=O)=O)s1
  96	104	100	0	-1	101	3	99	-1	101	3
- CCC(C)N1C(=O)c2ccccc2C1C(=O)NC1CCCCCC1 (stereo not given)
  96	92	96	-13	-3	98	-11	96	-7	92	0
- Cc1cnc(C(=O)Nc2ccccc2-c2nnn(CC(=O)NC3CCCC3)n2)cn1
  94	99	101	2	5	100	8	98	10	98	4
- CC1CC(=O)Nc2ccccc2N1S(=O)(=O)c1cccc(Cl)c1 (stereo not given)
  99	107	109	-5	-4	101	-3	98	-6	98	-2
- CC1C(c2ccccc2)N(C)C(c2ccccc2)C(C)C1(O)C#Cc1ccccc1 (stereo not given)
  99	103	97	-8	-8	100	-12	99	-9	100	-3
- O=C(COc1ccc(Cl)cc1)NCc1nnc(SCC(=O)Nc2ccccc2F)o1
  107	96	95	-3	-2	96	0	100	0	93	-1
- O=C(Nc1ccc(Cl)cc1)[C@@H]1[C@@H]2C(=O)N(c3ccc4ccccc4c3)C(=O)[C@@H]2[C@H]2C=CC=NN21
  101	106	104	-9	-3	101	-7	100	-6	99	0
- C=CCSc1nnc(-c2c[nH]c3ccccc23)n1CCOC
  100	101	99	-3	-1	99	4	99	-1	98	0
- CCCOc1cccc(C2/C(=C(/O)c3ccccc3)C(=O)C(=O)N2CCN(C)C)c1 (stereo not given)
  96	100	100	-13	-4	100	-8	99	-7	98	-1

Continuation:
Values run as follows: Rab7 wt modul	Rac1 wt GTP bind	Cdc42 wt	Bfl-1 Bim block	Bim-Bcl-XL	HRas wt GTP	Bcl-2 Bim block	Rab2A wt mod	Bim-Bcl-B	Rac1 act GTP bind	Bcl-W Bim block
- O=C(CN1CCCN(Cc2ccc(F)cc2Cl)C1=O)NC1CCCCCCC1
  105	106	106	8	1	106	1	104	5	102	2
- COc1ccccc1COC(=O)Nc1c(C)nn(C)c1Cl
  104	104	104	-2	-3	106	-3	105	-2	100	-2
- COCCNC(=S)Nc1ccc2nsnc2c1
  100	104	101	1	-8	100	1	99	-9	99	-3
- COc1ccc(NC(=O)c2cncc(Br)c2)cc1S(=O)(=O)N1CCCCC1
  99	107	104	-16	-15	105	-14	102	-12	105	-6
- O=S(=O)(c1ccc(F)c(F)c1F)N1CCN(C(=S)NCc2ccccc2)CC1
  98	102	99	0	0	97	-3	99	-1	96	-1
- CCCCc1n[nH]c(=S)n1Cc1ccc(Cl)cc1
  96	97	93	-2	-3	96	-6	97	-17	96	-2
- CCOC(=O)CSCC(=O)Nc1cc(C)ccc1C
  106	103	104	-4	-1	104	0	106	-2	102	0
- COc1ccccc1-n1c(=O)c(C#N)c(-c2ccc([N+](=O)[O-])cc2)c2cc(C(=O)c3cc(F)ccc3O)cnc21
  108	96	101	-3	-1	99	-5	95	-2	97	-1
- FC(F)(F)c1cccc(NCc2cn3cccnc3n2)c1
  .	.	.	-7	0	.	-3	.	-1	.	2
- COc1ccc(NC(=O)CSc2nnc(-c3ccccc3)n2Cc2ccco2)cc1OC
  96	96	99	-2	-5	97	-3	97	-3	96	-2
- COc1ccc(C(C#N)c2ccc(=O)[nH]n2)cc1 (stereo not given)
  109	103	100	-1	0	101	-5	105	-2	93	0
